# Screens (PubChem BioAssay)
# KCNH2 3.1 block: inhibitors of human KCNH2 3.1 potassium channel isoform. hit rate 0.95% among 340,000. U2OS KCNH2 3.1, thallium flux FluxOr; active compounds read low. activity change, % (tested at about 1.8 µM). AID 720553;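 active means maximum activity change below -70%; inconclusive means maximum activity change from -70% to -50%; inactive means maximum activity change above -50%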;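 further: thallium influx rate constant from kinetic fluorescence after stimulation buffer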
#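 Normalized rate constant (relative to positive and negative DMSO controls) derived from a 2 min kinetic fluorescence read after stimulation; U2OS cells expressing the 3.1 isoform via virus at 1.77 x 10^8 /mL.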
# FBPA coupling cs: coupling enzyme interference in Giardia aldolase counter-screen; hit rate 0.67% among 290,000; activity change, negative = inhibition, % at 58.2 µM, hits read low; coupling enzyme system counterscreen, AmpLite Red fluorescence; in the data active means activity change below about -30%
#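 Counterscreen of the coupled detection system alone, without aldolase: glyceraldehyde-3-phosphate coupling enzymes plus AmpLite Red readout. Compounds at 57.5 uM final, 10 min RT preincubation, 20 min RT reaction, fluorescence 525/598 nm.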
# GALK inhibitor: inhibitors of human galactokinase | P51570 | Purified GALK, Kinase-Glo residual ATP luminescence | Potency, µM (titrated, usually from 57.5 µM), inactives show at the highest dose activity change, negative = inhibition, usual class: inhibitors | hit rate 0.007% among 270,000 | AID 1868; further: potency means the concentration at half of the fitted maximal effect
#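 5 nM enzyme, 35 uM ATP, 100 uM galactose, 20 mM HEPES pH8.0, 5 mM MgCl2; 1 h RT; residual ATP by Kinase-Glo Plus luminescence, qHTS format.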
# USP2a inh: inhibitors of human ubiquitin-specific protease USP2a; USP2 core, Ub-CHOP2 coupled fluorogenic reporter, 485/531; Potency, µM (titrated, usually from 38.3 µM), for inactives: top-dose activity change, negative = inhibition, most hits filed as inhibitors; hit rate 0.01% among 330,000; AID 463254;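 further: potency means the concentration at half of the fitted maximal effect; plate controls were DMSO wells for no effect and full inhibition by NEM control for full effect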
#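 USP2 core (10nM final) preincubated 30min RT with compound in 20mM Tris-HCl pH 8.0, 2mM CaCl2, 2mM beta-mercaptoethanol, 0.05% CHAPS; 25nM Ub-CHOP2 plus 25nM reporter substrate added, fluorescence (Ex485/Em531) read after 60min.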
# Eya2 inh: blocks the phosphatase activity of human Eya2 | AID 488837 | O00167 | recombinant Eya2, OMFP fluorescence dephosphorylation (OMFP is methylfluorescein phosphate) | hit rate 0.006% among 330,000 | Potency, µM (highest dose often 76.9 µM), inactives show at the top dose activity, negative = inhibition, hits mostly inhibitors; further: potency means the concentration at half of the fitted maximal effect
#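 Eya2 protein (added as 0.2 uM solution) was preincubated with compound for 10 min at ambient temperature in 50 mM HEPES pH 7.5, 50 mM NaCl, 5 uM MgCl2, 0.05% BSA, 1 mM DTT. OMFP (added at 50 uM) then reacted 10 min; fluorescence read at 485/525 nm.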
# KCNH2 WT inh: KCNH2 (human, wildtype) channel inhibition. AID 720551. activity change, % at 1.84 µM. hit rate 0.37% among 340,000. U2OS, BacMam KCNH2, thallium flux FluxOr; active compounds read low;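 active means maximum activity change below -70%; inconclusive means maximum activity change between -70% and -50%; inactive means maximum activity change above -50%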
# Target sequence (Q12809 whole entry, looked up): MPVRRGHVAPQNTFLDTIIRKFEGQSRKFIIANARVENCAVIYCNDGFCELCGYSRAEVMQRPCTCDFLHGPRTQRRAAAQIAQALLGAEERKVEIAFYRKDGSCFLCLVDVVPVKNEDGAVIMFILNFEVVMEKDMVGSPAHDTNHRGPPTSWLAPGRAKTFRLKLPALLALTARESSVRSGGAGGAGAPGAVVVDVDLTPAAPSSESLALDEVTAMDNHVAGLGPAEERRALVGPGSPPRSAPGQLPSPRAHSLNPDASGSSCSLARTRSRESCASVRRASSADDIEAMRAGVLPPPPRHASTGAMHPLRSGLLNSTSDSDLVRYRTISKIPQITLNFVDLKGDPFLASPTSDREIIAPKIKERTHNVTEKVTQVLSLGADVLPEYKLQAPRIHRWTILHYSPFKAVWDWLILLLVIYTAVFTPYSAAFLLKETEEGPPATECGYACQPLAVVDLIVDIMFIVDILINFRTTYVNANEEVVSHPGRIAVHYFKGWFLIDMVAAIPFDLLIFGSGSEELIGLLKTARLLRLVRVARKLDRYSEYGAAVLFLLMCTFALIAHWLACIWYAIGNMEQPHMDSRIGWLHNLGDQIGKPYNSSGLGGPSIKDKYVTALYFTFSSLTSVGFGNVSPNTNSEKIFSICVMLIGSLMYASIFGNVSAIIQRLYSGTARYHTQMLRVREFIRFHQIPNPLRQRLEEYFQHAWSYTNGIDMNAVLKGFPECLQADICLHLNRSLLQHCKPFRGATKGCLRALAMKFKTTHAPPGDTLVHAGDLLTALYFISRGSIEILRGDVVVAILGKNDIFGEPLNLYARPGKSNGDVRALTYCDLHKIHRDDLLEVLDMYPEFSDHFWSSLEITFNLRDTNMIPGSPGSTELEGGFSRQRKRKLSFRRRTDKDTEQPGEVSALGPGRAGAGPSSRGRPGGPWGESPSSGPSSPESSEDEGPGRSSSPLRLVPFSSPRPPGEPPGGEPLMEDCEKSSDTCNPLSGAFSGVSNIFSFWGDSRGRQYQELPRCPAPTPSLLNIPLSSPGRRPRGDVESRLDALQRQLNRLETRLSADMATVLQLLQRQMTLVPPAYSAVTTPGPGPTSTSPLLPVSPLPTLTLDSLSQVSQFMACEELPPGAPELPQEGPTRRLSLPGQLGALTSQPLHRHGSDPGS
#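 U2OS cells were transduced with wild-type KCNH2 virus (2.03 x 10^8 / mL) for 4 h at room temperature, then cultured overnight at 37 C. Thallium flux was read with FluxOr dye. Rate constants were normalized to DMSO controls.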
# uPA surface inh: cell surface uPA generation inhibition. cell surface uPA generation assay, qHTS. Potency, µM (highest dose often 38.3 µM), for the others: at the top dose activity change, negative = inhibition, most hits filed as inhibitors. hit rate 0.31% among 330,000; active means well fitted inhibition curve with a large enough effect; inconclusive means small, poorly fitted or top-dose-only effect; inactive means no such curve, though single readings can be large or run the other way; tested in mouse RAW 264.7 cells; further: potency means the concentration at half of the fitted maximal effect; nearly all actives have a fitted effect of over 55% in size
# Giardia kill: kills Giardia lamblia; Giardia lamblia trophozoite viability; activity change, % at 7.66 µM, hits read low; hit rate 0.15% among 340,000; in the data active means activity change below about -80%; inconclusive means between about -30% and that limit;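 further: parasites exposed to compound for two days anaerobically before the ATP read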
#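 Giardia trophozoites, 100 cells per well, were exposed to compounds for 48 hrs at 37 deg C under anaerobic conditions; viability was then read as ATP content by bioluminescence after 15-30 min at room temperature.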
# PKM2 act: activators of human pyruvate kinase M2; purified PKM2, Kinase-Glo ATP luminescence, activation; response scale: 0% is enzyme alone, no compound; Potency, µM (doses to about 57.5 µM), for the others: at the highest dose activation, usual class: activators; hit rate 0.34% among 260,000; AID 1631; further: potency means the concentration at half of the fitted maximal effect; nearly all actives have a fitted effect of over 55% in size
#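 hPK-M2, >95% pure; 0.1 mM ADP / 0.5 mM PEP final; imidazole pH7.2 buffer w/ 7 mM MgCl2, 50 mM KCl; 1 h RT; Kinase-Glo lum. Intermediate enzyme activity for dual inhibitor/activator qHTS.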
# B2AR arrestin: beta2AR (human) beta-arrestin recruitment activity; beta-arrestin recruitment to beta2AR, cell-based reporter; Potency, µM (doses to about 46.1 µM), without a hit: at the top dose activation, actives largely listed as activators; hit rate 0.02% among 330,000; AID 492947;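 further: potency means the concentration at half of the fitted maximal effect; 0% = DMSO controls and full agonism = EC100 isoproterenol or metaproterenol; nearly all actives have a fitted effect of over 65% in size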
# BCR signal inh: blocks chronic active B-cell receptor signaling | Potency, µM (highest dose often 46.1 µM), for the others: top-dose ratio change, negative = lower green/red ratio, actives largely listed as inhibitors | ABC-DLBCL IkBa-CBG/CBR reporter, luminescence ratio, 4 h | hit rate 0.05% among 340,000; active means well fitted inhibition curve with a large enough effect in the signal ratio, with a control signal flat, not every such curve was filed as active; inconclusive means small, poorly fitted or top-dose-only effect, or effect the other way, or a change in a side signal; the % refers to the signal ratio;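 further: potency means the concentration at half of the fitted maximal effect; plate controls were basal doxycycline-induced cells for no effect and cells given 10 µM MG132 for full effect; MG132 reads +100%, hits lower the ratio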
#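 Compounds up to 46 uM were incubated four hours with TMD8 cells whose green CBG68 luciferase is fused to IkappaBalpha; red CBR luminescence normalised the signal, and concentration-effect curves were fitted to fusion, red and ratio data.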
# * = called active by the depositor; ? = inconclusive; . = not tested or not shown; & = joins results of further samples; [ ] = remark or other dose. Unless noted, the call rests on the fitted dose curve; in most records, active means well fitted curve in the direction sought with a large enough effect; inconclusive means small, poorly fitted or top-dose-only effect, or another doubt; inactive means no such curve, though single readings can be large; an effect the other way counts as inactive or inconclusive. Unless noted, on the % scale 0 is the no-effect control and ±100 the full control effect. This is a subset (hit frequency here may not be typical).
SMILES,KCNH2 3.1 block,FBPA coupling cs,GALK inhibitor,USP2a inh,Eya2 inh,KCNH2 WT inh,uPA surface inh,Giardia kill,PKM2 act,B2AR arrestin,BCR signal inh
O=c1[nH]c(O)c(N=Nc2cc([N+](=O)[O-])ccc2O)c(=O)[nH]1,-4,-2,16%,1%,-2%,-4,-4%,-8,-25%,-0.5%,8%
CN(C)C(Cc1ccccc1)C(=O)c1cccs1 (centres undefined),.,-1,-4%,1%,-5%,.,.,.,-8%,-0.1%,6%
COc1cc(OC)c(OC)cc1CCC(C)NCCC(c1ccccc1)c1ccccc1 (centres undefined),-92*,-2,0%,2%,-7%,?,-6%,-1,.,-0.6%,?
NCC(O)c1cc(O)c(O)cc1F (centres undefined),-24,.,.,0%,4%&10%,1,26%,0,.,-0.1%,0%
Oc1cc(O)cc(/C=C/c2ccc(O)cc2O)c1,-11,.,.,2%,0%,-10,?,-19,.,0.0%,?
Clc1ccc(CN2CCNCC2)cc1,3,0,-1%,-2%,-4%,3,-1%,-3,2%,-1.8%,0%
Cc1cc(C(=O)OCC(=O)Nc2c(F)cccc2F)c(C)n1C1CC1,-3,.,.,0%,14%,4,6%,16,.,0.1%,?
O=C(c1ccc2c(=O)n(Cc3ccc4c(c3)OCO4)c(=S)[nH]c2c1)N1CCC2(CC1)OCCO2,1,0,2%,1%,2%,-22,.,-8,-1%,-0.2%,-3%
Nc1ncnc2c1ccn2[C@@H]1O[C@H](CO)[C@@H](O)[C@H]1O,-9,-1,.,.,.,1,?,-9,.,.,.
Cc1ccc(-c2cc(-c3ccccc3)cc(-c3ccccc3)[n+]2-c2ccc(C(=O)O)cc2)cc1,7,.,.,1%,6%,-3,13%,-10,.,0.0%,-2%
O=C(CN1CCCCC1)NCC(=O)Nc1ccc(Br)cc1C(=O)c1ccccc1,-78*,4,.,0%,-12%,-36,-6%,-5,1%,0.0%,-2%
CN1c2ccc([N+](=O)[O-])cc2CC2(C(=O)NC(=O)N(c3ccc(Br)cc3)C2=O)C1c1ccccc1 (centres undefined),-15,-4,1%,1%,1%,4,0%,0,13%,0.4%,6%
CNC(=O)N(C)c1nnc(C(C)(C)C)s1,11,0&3,0%,1%,2%,0,.,-8,-2%,-2.0%,?
COc1ccc(C(=O)NC(=S)N2C[C@H]3C[C@H](C2)c2cccc(=O)n2C3)cc1OC,2,0,.,5%,1%,11,2%,14,1%,-0.9%,11%
CCCCOCCCn1c(N)c(C(=O)OCCOC)c2nc3ccccc3nc21,-5,-11,-1%,-1%,-5%,-1,7%,12,19%,2.8%,?

# Shown with values under each structure: entries from further up
# Results follow in this order: KCNH2 3.1 block	FBPA coupling cs	GALK inhibitor	USP2a inh	Eya2 inh	KCNH2 WT inh	uPA surface inh	Giardia kill	PKM2 act	B2AR arrestin	BCR signal inh
- Oc1cc(O)cc(/C=C/c2ccc(O)cc2O)c1
→ -11	.	.	2%	0%	-10	?	-19	.	0.0%	?
- Clc1ccc(CN2CCNCC2)cc1
→ 3	0	-1%	-2%	-4%	3	-1%	-3	2%	-1.8%	0%
- Cc1cc(C(=O)OCC(=O)Nc2c(F)cccc2F)c(C)n1C1CC1
→ -3	.	.	0%	14%	4	6%	16	.	0.1%	?
- O=C(c1ccc2c(=O)n(Cc3ccc4c(c3)OCO4)c(=S)[nH]c2c1)N1CCC2(CC1)OCCO2
→ 1	0	2%	1%	2%	-22	.	-8	-1%	-0.2%	-3%
- Nc1ncnc2c1ccn2[C@@H]1O[C@H](CO)[C@@H](O)[C@H]1O
→ -9	-1	.	.	.	1	?	-9	.	.	.
- Cc1ccc(-c2cc(-c3ccccc3)cc(-c3ccccc3)[n+]2-c2ccc(C(=O)O)cc2)cc1
→ 7	.	.	1%	6%	-3	13%	-10	.	0.0%	-2%

# Next results:
SMILES,KCNH2 3.1 block,FBPA coupling cs,GALK inhibitor,USP2a inh,Eya2 inh,KCNH2 WT inh,uPA surface inh,Giardia kill,PKM2 act,B2AR arrestin,BCR signal inh
CC1(C)CC(N2CCCC2)=CC(=[N+]2CCCCCC2)C1,-25,1,7%,-2%,-7%,-8,?,6,12%,0.3%,5%
COC(=O)C1=C(c2cccc(C#N)c2)C[C@@H]2CC[C@H]1N2C(=O)NC1Cc2ccccc2C1,-4,.,.,-1%,3%,3,7%,-23,.,0.1%,9%
CC12CCCCC1=[N+]([O-])CN2O (centres undefined),0,0,0%,1%,10%,-10,5%,-21,1%,0.0%,-9%
COC(=O)C1=C(c2ccc(F)cc2OCc2ccccc2)C[C@@H]2CC[C@H]1N2C(=O)NC(C)C,-17,.,.,-2%,-18%,-13,15%,32[activator],.,-1.0%,0%
COc1ccc(-c2cn(Cc3ccc(C(=O)c4ccccc4)cc3)nn2)cc1,-14,-3,.,2%,7%,4,?,23,4%,0.3%,?
O=C(c1ccc2c(c1)ncn2C1CCCCC1)N1CCC2(CC1)OCCO2,-7,0,0%,1%,-4%,-1,-10%,1,4%,0.2%,?
O=c1[nH]c(=S)n(-c2ccccc2F)c(O)c1C=Nc1ccc(N2CCOCC2)cc1,-3,-1,-1%,4%,-30%,6,-15%,5,-3%,-0.3%,-17%
CCCCCCn1c(O)c(C=NC2CCN(Cc3ccccc3)CC2)c(=O)[nH]c1=O,-95*,-2,-1%,0%,-5%,-1,2%,6,-3%,-0.2%,?
COc1ccc(-c2c([C@H]3[C@H]4C=CC[C@@H](C)[C@@H]4C(=O)N3Cc3ccccc3)ccc3ccccc23)cc1OC,-36,1,1%,9%,-2%,5,?,55[activator],0%,0.2%,?
CCOP(=O)(OCC)C(NC(=O)c1ccc(C)cc1)=C(Cl)Cl,6,5,-1%,5%,6%,-8,-7%,11,-6%,-0.3%,-3%
CN1CCc2nc(SCc3cccc(Br)c3)c(C#N)cc2C1,-28,0,-2%,-1%,-25%,1,-2%,-11,11%,0.1%,?
COc1ccc(C2NCc3ccc4c(c3-n3cccc32)OCO4)cc1O (centres undefined),2,-3,1%,1%,-9%,18,-15%,6,3%,-0.2%,?
CC1CCN(CCc2nc3ccccc3[nH]2)CC1,0,1,4%,0%,1%,16,1%,3,.,0.5%,0%
O=C(C[N+]12CCC(CC1)C(OC(=O)c1ccccc1)C2)c1ccc([N+](=O)[O-])cc1 (centres undefined),10,0,2%,0%,3%,-9,-3%,-20,-8%,-0.9%,-5%
CSc1ccc(C(c2c(O)c3ccccc3oc2=O)c2c(C)n(C)n(-c3ccccc3)c2=O)cc1 (centres undefined),0,-1,1%,-4%,11%,-3,-5%,-2,-11%,0.2%,?
C[C@]12CCC3C(CC[C@H]4C[C@H](O)CC[C@]34C)C1C[C@H](O)[C@@H]2O (some centres undefined),-11,.,.,0%,-11%,11,-1%,6,.,-0.1%,1%
C=CCn1c(O)c(C(C)=NCc2ccc3c(c2)OCO3)c(=O)[nH]c1=O,-13,1,-2%,1%,4%,-7,2%,-10,1%,0.5%,?
Cn1c(O)c(C=Nc2ccccc2Sc2ccccc2)c(=O)n(C)c1=O,5,1,-3%,4%,3%,1,2%,-8,2%,-0.8%,1%
COC(=O)CCCC(NC(=S)N1CC2C[C@@H](C1)Cn1c2cccc1=O)C(=O)OC (some centres undefined),-2,-1,.,-1%,-7%,-2,1%,5,.,-0.3%,0%
O=C1CC(N2CC=C(c3ccc(F)cc3)CC2)C(=O)N1c1ccc(F)cc1 (centres undefined),-4,.,-3%,0%,1%,23,1%,20,-1%,0.2%,?
Cc1ccc(N2C(=O)/C(=C/N3CCN(C(=O)c4ccco4)CC3)C(=O)NC2=S)cc1C,-7,5,2%,6%,-7%,-1,4%,14,0%,0.2%,-3%
Fc1ccc(CNCCc2ccccc2F)cc1,-3,0,1%,0%,1%,8,-3%,-9,-7%,-0.3%,5%
CCC(=NCCCN1CCOCC1)c1c(O)n(-c2ccccc2C)c(=O)[nH]c1=O,18,0,10%,0%,1%,6,0%,8,0%,-0.1%,0%
Oc1ccc(CC2CC3CCN2CC3)cc1O (centres undefined),-10,-2,3%,4%,17%,-3,1%,-2,2%,-0.4%,?
Cn1cc(C(=O)OCC(=O)NC2CCCC2)c2ccccc21,-18,.,.,2%,9%,-35,2%,-3,.,-0.1%,3%
COc1ccc(/C=N\N=C(N)N)cc1,-20,1,6%,-1%,-12%,-2,-10%,-26,0%,-0.9%,-17%
CCCCNc1c(-c2cccc(Sc3ccc(OC)cc3)c2)nc2ccccn12,.,.,.,-1%,22%,.,?,-8,.,0.1%,?
